# RGS4-Gao reg – modulators of RGS4 binding to Galphao, primary screen, biochemical, multiplexed bead flow cytometry. actives 0.33% (n = 220,000). binding response (% of control), % at 10 µM. Guanine nucleotide-binding protein G(o) subunit alpha (Homo sapiens), P09471. AID 1415, 2008. actives lie on both sides; in the data active = binding response below about 49% or above about 150%; inactive = in between;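 note: fluorescent Galphao activated with aluminum fluoride binding bead-coupled RGS4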
# Bim-Mcl-1 – inhibitors of Bim peptide binding to Mcl-1, primary screen, biochemical, bead-based flow cytometry, multiplex | Induced myeloid leukemia cell differentiation protein Mcl-1 (Homo sapiens), Q07820 | inhibition, % at 10 µM | actives 0.1% (n = 190,000) | AID 1009, 2008 | Bim peptide-Mcl-1 binding;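 note: 0% = no compound tracer wells and 100% = peptide blocker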
# ABCB1 inh – ABCB1 efflux pump inhibitors, primary screen, cell-based, multiplex, flow cytometry, ABCG2 counter-screen; CCRF-Adr cells, JC-1 efflux; AID 1326, 2008; actives 0.067% (n = 190,000); inhibition, % at 6.6 µM; ATP-dependent translocase ABCB1 (Homo sapiens), P08183; in the data active = inhibition above about 40%;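 note: 0% = vehicle and 100% = reference inhibitor; higher value means more JC-1 retained so stronger ABCB1 efflux block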
# Bcl-2 Bim block – inhibitors of Bim-Bcl-2 binding, primary screen, biochemical, multiplexed, human Bcl-2 family; actives 0.06% (n = 190,000); Bead-based flow cytometry, Bim peptide-Bcl-2 binding; inhibition, % at 10 µM; AID 950, 2007; Apoptosis regulator Bcl-2 (Homo sapiens), P10415; in the data active = inhibition above about 40%;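 note: 0% = no compound wells with probe peptide and 100% = reference peptide inhibitor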
# RGS7-Gao reg – RGS7-Galphao binding modulators, primary screen, biochemical, multiplexed bead flow cytometry; binding response (% of control), % at 10 µM; actives 0.35% (n = 220,000); actives lie on both sides; in the data active = binding response below about 49% or above about 150%;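 note: fluorescent Galphao held in activated GDP-AlF4 state binding bead-coupled RGS7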
# Bim-Bfl-1 – inhibitors of Bim binding to Bfl-1, primary screen, biochemical, multiplexed, bead-based flow cytometry. Bcl-2-related protein A1 (Homo sapiens), Q16548. Bim-Bfl-1 binding inhibition. inhibition, % at 10 µM. actives 0.12% (n = 190,000). AID 1008, 2008;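 note: 0% = wells without compound plus tracer and 100% = blocker peptide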
# Bim-Bcl-XL – inhibitors of Bim-Bcl-XL binding, primary screen, biochemical, multiplexed, bead flow cytometry, human Bcl-XL. Bim peptide-Bcl-XL binding, fluorescence. inhibition, % at 10 µM. actives 0.04% (n = 190,000). AID 1007, 2008
# Bim-Bcl-B – inhibitors of Bim-Bcl-B binding, primary screen, biochemical, multiplexed, human Bcl-2 family | Bcl-2-like protein 10 (Homo sapiens), Q9HD36 | bead-based flow cytometry, Bim peptide-Bcl-B binding | inhibition, % at 10 µM | actives 0.073% (n = 190,000);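 note: 0% = tracer peptide without compound and 100% = reference inhibitor peptide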
# Target sequence (Q9HD36 whole entry, looked up): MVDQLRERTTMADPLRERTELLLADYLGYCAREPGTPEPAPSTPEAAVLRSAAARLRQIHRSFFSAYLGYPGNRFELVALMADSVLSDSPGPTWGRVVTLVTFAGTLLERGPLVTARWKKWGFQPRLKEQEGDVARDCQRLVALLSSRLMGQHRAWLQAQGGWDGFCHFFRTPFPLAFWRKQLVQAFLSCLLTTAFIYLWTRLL
# Bim-Bcl-W – inhibitors of Bim binding to Bcl-W, primary screen, biochemical, multiplexed, bead-based flow cytometry; Bcl-2-like protein 2 (Homo sapiens), Q92843; Bim peptide-Bcl-W binding; inhibition, % at 10 µM; actives 0.02% (n = 190,000); AID 952, 2007;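 note: 0% = bound tracer without compound and 100% = peptide blocker; higher means less fluorescent Bim peptide bound to Bcl-W beads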
# ABCG2 inh – ABCG2 efflux pump inhibitors, primary screen, multiplex with ABCB1, IgMXP3 cells, flow cytometry. inhibition, % at 6.6 µM. actives 0.1% (n = 190,000). JC-1 efflux;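 active = inhibition above 80%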;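 note: 0% = DMSO and 100% = nicardipine control wells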
# Target sequence (Q9UNQ0 whole entry, looked up): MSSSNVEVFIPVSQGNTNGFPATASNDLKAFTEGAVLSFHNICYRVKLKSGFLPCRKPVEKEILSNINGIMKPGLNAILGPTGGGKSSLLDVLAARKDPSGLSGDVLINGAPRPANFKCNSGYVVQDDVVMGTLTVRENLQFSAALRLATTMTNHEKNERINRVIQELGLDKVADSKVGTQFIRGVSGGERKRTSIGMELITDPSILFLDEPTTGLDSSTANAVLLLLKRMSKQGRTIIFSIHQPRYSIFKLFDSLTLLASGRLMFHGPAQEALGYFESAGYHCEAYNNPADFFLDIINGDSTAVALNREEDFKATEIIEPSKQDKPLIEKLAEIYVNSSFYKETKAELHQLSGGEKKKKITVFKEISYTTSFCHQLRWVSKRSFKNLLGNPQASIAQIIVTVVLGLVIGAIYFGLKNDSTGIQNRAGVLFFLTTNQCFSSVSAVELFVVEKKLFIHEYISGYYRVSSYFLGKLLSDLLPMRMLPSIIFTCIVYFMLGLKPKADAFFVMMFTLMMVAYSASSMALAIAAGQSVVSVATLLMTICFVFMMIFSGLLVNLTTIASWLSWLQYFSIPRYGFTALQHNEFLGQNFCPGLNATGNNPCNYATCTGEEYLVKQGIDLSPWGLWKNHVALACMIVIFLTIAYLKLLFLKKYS
#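 Read-out basis: Efflux inhibition in percent versus controls | Test system: ABCG2 IgMXP3 and barcoded ABCB1 CCRF-Adr cell mix | Quantity: 3 million cells/mL in well | Schedule: 10 min at 25 °C | Control set: Nicardipine as high control, DMSO as low control | Reagent: JC-1 as fluorescent efflux pump substrate | Signal: Flow cytometry of retained JC-1 fluorescence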
# RGS8-Gao reg – RGS8-Galphao binding modulators, primary screen, biochemical, multiplexed bead flow cytometry; Guanine nucleotide-binding protein G(o) subunit alpha (Homo sapiens), P09471; actives lie on both sides; response (percent of control binding), % at 10 µM; actives 0.34% (n = 220,000); AID 1423, 2008; in the data active = response below about 60% or above about 140%; inactive = in between;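 note: Galphao activated as the GDP aluminium fluoride complex binding bead-coupled RGS8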
# * = called active by the depositor; / = not tested or not shown; & = joins results of further samples. Cut-off read from the data, not from the text of the source, unless noted: active = inhibition above about 40%. This is a subset (hit frequency here may not be typical).
(1) O=C(CCN1CCC(c2ccccc2)C1)c1ccc2c(c1)OCCO2 (stereo unspecified)
(2) CCOc1ccc(C(=O)OCCN(CC)CC)cc1
(3) CC[n+]1c(C)sc2cc(OC)ccc21
(4) O=C(NCCc1c[nH]c2ccccc12)c1cccnc1
(5) CN1CCN(CCC(=O)N2c3ccccc3Sc3ccc(C(F)(F)F)cc32)CC1
(6) CN(C)CCOC(C)(c1ccccc1)c1ccccn1 (stereo unspecified)
(7) CC(=O)NC(Cc1ccccc1)C(=O)O (stereo unspecified)
(8) c1ccc(CN(CC2=NCCN2)c2ccccc2)cc1
Assay by compound | 1 | 2 | 3 | 4 | 5 | 6 | 7 | 8
Bim-Bcl-B | -5 | -12 | -13 | -9 | -3 | -1&-1 | -3 | -5&1
RGS4-Gao reg | 103 | 95 | 101 | 101 | 104 | 101&91 | 99 | 90&100
Bim-Bcl-W | 0 | 0 | -1 | -1 | 3 | -3&0 | -3 | -1&-3
Bim-Bfl-1 | -4 | -16 | -1 | -15 | -12 | 0&-1 | -4 | -2&0
Bim-Bcl-XL | 0 | -4 | -7 | -5 | 0 | -4&0 | 0 | -4&-5
Bcl-2 Bim block | -4 | -9 | -2 | -12 | -2 | -3&1 | -5 | 0&-2
ABCB1 inh | / | 0.3 | 0.2 | 0.6 | / | 0.6 | -0.1 | 0.3&0.3
Bim-Mcl-1 | 1 | -6 | -3 | 2 | 5 | -2&2 | 0 | -3&-4
ABCG2 inh | / | 13 | 8 | 3 | / | 0&3 | 0 | 3&0
RGS7-Gao reg | 104 | 94 | 100 | 99 | 103 | 105&88 | 97 | 91&100
RGS8-Gao reg | 101 | 96 | 101 | 100 | 103 | 103&97 | 99 | 96&99

# Quoted at random: four entries already listed, in no set order.
(2) CCOc1ccc(C(=O)OCCN(CC)CC)cc1
(4) O=C(NCCc1c[nH]c2ccccc12)c1cccnc1
(6) CN(C)CCOC(C)(c1ccccc1)c1ccccn1 (stereo unspecified)
(8) c1ccc(CN(CC2=NCCN2)c2ccccc2)cc1
Assay by compound | 2 | 4 | 6 | 8
Bim-Bcl-B | -12 | -9 | -1&-1 | -5&1
RGS4-Gao reg | 95 | 101 | 101&91 | 90&100
Bim-Bcl-W | 0 | -1 | -3&0 | -1&-3
Bim-Bfl-1 | -16 | -15 | 0&-1 | -2&0
Bim-Bcl-XL | -4 | -5 | -4&0 | -4&-5
Bcl-2 Bim block | -9 | -12 | -3&1 | 0&-2
ABCB1 inh | 0.3 | 0.6 | 0.6 | 0.3&0.3
Bim-Mcl-1 | -6 | 2 | -2&2 | -3&-4
ABCG2 inh | 13 | 3 | 0&3 | 3&0
RGS7-Gao reg | 94 | 99 | 105&88 | 91&100
RGS8-Gao reg | 96 | 100 | 103&97 | 96&99

# Next structures:
(9) C1CCC(C(CC2CCCCN2)C2CCCCC2)CC1 (stereo unspecified)
(10) C[C@]12CCC(=O)C=C1CC[C@@H]1[C@@H]2CC[C@@]2(C)[C@H]1CC[C@]2(O)C(=O)CO
(11) COc1ccccc1N1CCN(CCCNc2cc(=O)n(C)c(=O)n2C)CC1
(12) OCCN1CCN(CCCN2c3ccccc3Sc3ccc(Cl)cc32)CC1
(13) CCN(CC)CCOC(=O)C1(c2ccccc2)CCCC1
(14) COc1ccc(/C=C/C(=O)Nc2ccccc2C(=O)O)cc1OC
(15) CC[N+](C)(CC)CCOC(=O)C(O)(c1ccccc1)C1CCCCC1 (stereo unspecified)
(16) O=C(CCNNC(=O)c1ccncc1)NCc1ccccc1
Assay by compound | 9 | 10 | 11 | 12 | 13 | 14 | 15 | 16
Bim-Bcl-B | 0 | -2 | -3 | -3 | -11 | -1&0 | -1 | -10
RGS4-Gao reg | 96 | 105 | 94 | 99 | 104 | 97&98 | 99 | 100
Bim-Bcl-W | 0 | -2 | -3 | -3 | -1 | -1&-3 | -1 | -5
Bim-Bfl-1 | 0 | 1 | -2 | -1 | -15 | -3&-2 | -3 | -4
Bim-Bcl-XL | -2 | -5 | -2 | -1 | -7 | -6&-4 | -4 | -2
Bcl-2 Bim block | 1 | -2 | -6 | -1 | -10 | 1&-4 | 0 | -1
ABCB1 inh | 0.6 | -1.2 | / | 0.3 | 1.3 | -0.2 | 0.4 | 0.0
Bim-Mcl-1 | -3 | -1 | -2 | -1 | -2 | -1&0 | -2 | -3
ABCG2 inh | 0 | -2 | 0 | 3 | 4 | 0&-1 | 0 | 0
RGS7-Gao reg | 97 | 105 | 90 | 100 | 103 | 99&98 | 94 | 101
RGS8-Gao reg | 99 | 103 | 96 | 100 | 107 | 99&100 | 99 | 102

(17) c1ccc(CC2=NCCN2)cc1
(18) Cc1cc(-c2ccccc2)nnc1NCCN1CCOCC1
(19) CCOc1ccc(NC(=O)Cn2cc(C(=O)c3ccco3)c3ccccc32)cc1
(20) CC(COc1ccccc1)NC(C)C(O)c1ccc(O)cc1 (stereo unspecified)
(21) Cc1nc2ccccn2c(=O)c1CCN1CCC(C(=O)c2ccc(F)cc2)CC1
(22) C/C=C(/C)C(=O)O[C@@H]1c2c(ccc3ccc(=O)oc23)OC(C)(C)[C@@H]1OC(=O)/C(C)=C\C
(23) CC1(C)Cc2c(sc(NC(=S)NC(=O)c3ccccc3)c2C(=O)O)CO1
Assay by compound | 17 | 18 | 19 | 20 | 21 | 22 | 23
Bim-Bcl-B | -9 | -1 | 1 | -3 | -3 | -6 | -4
RGS4-Gao reg | 105 | 101 | 98 | 96 | / | 104 | 102
Bim-Bcl-W | -1 | 2 | -2 | 1 | 0 | -3 | -2
Bim-Bfl-1 | -5 | -3 | 0 | 0 | 7 | 0 | -3
Bim-Bcl-XL | -7 | -2 | -3 | -3 | 1 | -6 | -4
Bcl-2 Bim block | -5 | 2 | -1 | 1 | 1 | -2 | 0
ABCB1 inh | 0.5 | 0.2 | 0.6 | 0.2 | -1.0 | 4.8 | 0.5
Bim-Mcl-1 | -1 | 0 | 0 | -1 | 3 | -4 | 0
ABCG2 inh | 4 | 0 | 6 | 1 | -2 | 52 | 7
RGS7-Gao reg | 103 | 104 | 100 | 96 | / | 103 | 100
RGS8-Gao reg | 106 | 105 | 97 | 95 | / | 100 | 103

# One compound at a time, from the list above:
# `CCOc1ccc(NC(=O)Cn2cc(C(=O)c3ccco3)c3ccccc32)cc1` in the list: Bim-Bcl-B: 1; RGS4-Gao reg: 98; Bim-Bcl-W: -2; Bim-Bfl-1: 0; Bim-Bcl-XL: -3; Bcl-2 Bim block: -1; ABCB1 inh: 0.6; Bim-Mcl-1: 0; ABCG2 inh: 6; RGS7-Gao reg: 100; RGS8-Gao reg: 97
# `C/C=C(/C)C(=O)O[C@@H]1c2c(ccc3ccc(=O)oc23)OC(C)(C)[C@@H]1OC(=O)/C(C)=C\C` in the list: Bim-Bcl-B: -6; RGS4-Gao reg: 104; Bim-Bcl-W: -3; Bim-Bfl-1: 0; Bim-Bcl-XL: -6; Bcl-2 Bim block: -2; ABCB1 inh: 4.8; Bim-Mcl-1: -4; ABCG2 inh: 52; RGS7-Gao reg: 103; RGS8-Gao reg: 100
# `CC(COc1ccccc1)NC(C)C(O)c1ccc(O)cc1` (stereo unspecified) in the list: Bim-Bcl-B: -3; RGS4-Gao reg: 96; Bim-Bcl-W: 1; Bim-Bfl-1: 0; Bim-Bcl-XL: -3; Bcl-2 Bim block: 1; ABCB1 inh: 0.2; Bim-Mcl-1: -1; ABCG2 inh: 1; RGS7-Gao reg: 96; RGS8-Gao reg: 95

# Copied from the list.
# Bcl-2 Bim block with compound 23 stands at 0
# Bim-Bcl-W with compound 21 stands at 0
# Bim-Bcl-W with compound 18 stands at 2
# Bcl-2 Bim block with compound 17 stands at -5

# Screens from PubChem BioAssay.
